Screens: PubChem, several laboratories
MOR-DOR inv ag – mu-delta opioid heterodimer inverse agonism; 340,000 tested, 0.21% active; inhibition, % at 9.3 µM; cell-based MOR-DOR heterodimer luminescence; in the data active = inhibition above about 22%, passing the limit was not always enough;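 also: 0% = cells with DMSO and 100% = wells without cells with DMSO; values of inactives mirror those of a sister screen read the other way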
Target sequence (P35372 whole entry, looked up): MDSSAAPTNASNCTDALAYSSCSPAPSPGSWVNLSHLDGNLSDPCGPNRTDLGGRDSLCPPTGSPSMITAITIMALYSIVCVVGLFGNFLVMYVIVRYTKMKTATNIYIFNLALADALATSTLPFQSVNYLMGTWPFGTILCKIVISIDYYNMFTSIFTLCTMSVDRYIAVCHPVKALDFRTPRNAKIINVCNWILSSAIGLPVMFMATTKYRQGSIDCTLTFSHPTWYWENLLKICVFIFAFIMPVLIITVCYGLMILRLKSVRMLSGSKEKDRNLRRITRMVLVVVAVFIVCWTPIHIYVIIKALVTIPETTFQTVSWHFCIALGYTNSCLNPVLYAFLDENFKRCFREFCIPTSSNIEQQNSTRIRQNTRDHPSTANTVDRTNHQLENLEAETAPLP
Target sequence (P41143 whole entry, looked up): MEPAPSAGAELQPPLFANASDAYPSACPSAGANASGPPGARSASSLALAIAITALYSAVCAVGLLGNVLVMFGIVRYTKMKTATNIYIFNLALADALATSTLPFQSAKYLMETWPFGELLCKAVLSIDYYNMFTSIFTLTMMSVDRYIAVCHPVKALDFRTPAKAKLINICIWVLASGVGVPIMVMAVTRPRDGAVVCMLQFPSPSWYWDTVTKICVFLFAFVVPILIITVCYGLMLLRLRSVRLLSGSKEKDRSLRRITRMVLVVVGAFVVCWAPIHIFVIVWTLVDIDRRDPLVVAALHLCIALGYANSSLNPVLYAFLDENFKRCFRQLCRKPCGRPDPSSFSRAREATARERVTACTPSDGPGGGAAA
PKA-R2B activ – PKA-R2B complex activation | PKA-R2B holoenzyme dissociation, Cy5-IP20 fluorescence polarization; R2B truncated from residue 108, S112A mutant; 0% DMSO only, 100% 113 µM cGMP | activation, % at 11.4 µM | 340,000 tested, 0.079% active | AID 504700;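 active = activation above a cutoff set at the mean over all compounds plus 3 SD, cut at about 18% in these data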;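 also: higher means more holoenzyme dissociation and a rise in polarization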
OPRM1-OPRD1 ag – OPRM1-OPRD1 heterodimerization agonism; P35372+P41143; cells, luminescence; activation, % at 9.3 µM; 340,000 tested, 0.3% active; AID 504326; in the data active = activation above about 18%;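 also: 0% = vehicle-treated cells and 100% = reference agonist; values of inactives mirror those of a sister screen read the other way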
HTR5A inv ctr – inverse agonist of human HTR5A in OPRM1-OPRD1 counter-screen; P47898; HTR5A cell line, luminescence, inverse agonism; inhibition, % at 9.3 µM; 340,000 tested, 0.083% active; AID 504634; in the data active = inhibition mostly above about 23%, no sharp cut-off; inactive = mostly below about 18%;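 also: 0% = cells with DMSO and 100% = no-cell wells with DMSO; some compounds called inactive have numbers as strong as hits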
AddAB inh – less growth of phage-infected E. coli with AddAB; E. coli expressing H. pylori AddAB, absorbance growth; inhibition, % at 11.9 µM; 330,000 tested, 0.29% active; AID 435030; in the data active = inhibition above about 12%;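 also: 0% = vehicle wells of infected cells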
PKA-R1A activ – activators of PKA-R1A complex; P00514+P68181; PKA-R1A dissociation, Cy5-IP20 fluorescence polarization; scaled: DMSO 0%, 113 µM cGMP 100%; activation, % at 11.4 µM; 340,000 tested, 0.083% active; AID 504707;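 active = percent activation above the mean of all tested compounds plus 3 SD, cut at about 19% in these data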;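 also: higher means more PKAc released from R1A so a rise in polarization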
PfHsp90 set2 – inhibits growth of yeast expressing Plasmodium falciparum Hsp90; inhibition, % at 9.4 µM; 310,000 tested, 0.32% active; S. cerevisiae expressing PfHsp90, BacTiter-Glo ATP, 48 h; yeast lacking PDR1 and PDR3 efflux regulators;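 active = every replicate shows inhibition above about 80%, whatever the replicate mean, limit read from the data; inconclusive = mean inhibition reaches the set limit but some replicate falls short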;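 also: 0% = DMSO neutral controls and 100% = 20 µM radicicol positive controls; yeast relying on Plasmodium falciparum Hsp90 in place of its own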
phage Ecoli inh – E. coli growth loss with phage present | growth absorbance | inhibition, % at 11.9 µM | 360,000 tested, 0.26% active | AID 651602; in the data active = inhibition above about 11%
E coli growth – reduces bacterial viability in AddAB counter-screen; E. coli V3065 growth, OD600 absorbance, 18 h; inhibition, % at 11.9 µM; 330,000 tested, 0.27% active; AID 449728;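 active = inhibition above the campaign's mean inhibition across all tested compounds plus 3 SD, cut at about 9.9% in these data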;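 also: uninfected addAB+ strain grown without phage in ampicillin broth; 0% = DMSO wells and 100% = ciprofloxacin 0.95 µg/ml wells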
Tat transport – blocks Tat-dependent protein export in E. coli. inhibition, % at 10 µM. E. coli MC4100 TorA-mCherry Tat export, fluorescence. 340,000 tested, 0.036% active;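 active = mean replicate inhibition at least 50% and at least half of replicates individually reaching 50%; inconclusive = only one of the two criteria met; inactive = neither criterion met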;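 also: exported cargo escapes ClpAP degradation while cytoplasmic cargo is degraded and loses fluorescence; 0% = median of neutral control wells and 100% = median of NaSCN control wells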
SUMO Mot1 rescue – inhibitors of SUMOylation pathway: yeast Mot1-301 growth rescue; 320,000 tested, 1% active; S. cerevisiae Mot1-301 growth rescue, ATP luminescence, 38.5C; percent above DMSO median, 100 means doubled; growth rescue, % at 18.8 µM;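 active = every valid replicate shows activation above 250% relative to neutral control wells; inactive = the rest, any valid replicate at or below 250%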;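 also: OY570 slx delta 5 strain wells were the positive control but not used for scaling; some compounds called inactive have numbers as strong as hits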
The depositor's hits bear a star; ? = inconclusive; . = not tested or not shown.

SMILES | MOR-DOR inv ag | PKA-R2B activ | OPRM1-OPRD1 ag | HTR5A inv ctr | AddAB inh | PKA-R1A activ | PfHsp90 set2 | phage Ecoli inh | E coli growth | Tat transport | SUMO Mot1 rescue
CN(C(=O)Cn1nc(Cl)ccc1=O)C1CCCN(Cc2ccccc2F)C1 (stereo not drawn) | 5 | -1 | -0.9 | -12 | 0.9 | 4 | 10 | 1.4 | 1.3 | -8 | -13
CCCn1c(SCC(=O)Nc2cccc(S(=O)(=O)N(C)C)c2)nc2ccccc2c1=O | 10 | -2 | -1.9 | 0 | 0.1 | -15 | 9 | 0.0 | 0.8 | 7 | -11
COCCCN1CCN(C2Cc3ccccc3Sc3ccc(Cl)cc32)CC1 (stereo not drawn) | -37 | -14 | 7.0 | 5 | -0.6 | -13 | -1 | 1.7 | -0.3 | 7 | 22
Cc1cc(C(=O)Nc2ccccc2C(=O)O)ccc1NC(=O)COc1ccccc1Cl | 10 | -10 | -1.9 | 5 | 1.3 | -6 | -18 | 0.1 | 1.9 | 8 | 49
O=C(Nc1c(-c2ccc(F)cc2)nc2ccccn12)c1ccc(F)cc1 | 10 | 2 | -2.2 | -6 | -0.3 | -3 | 16 | 0.1 | -2.1 | 0 | 1
COc1ccc(OC)c(NC(=O)CCN2CCN(C)CC2)c1 | 6 | 8 | -1.2 | 6 | -0.5 | 0 | -1 | 3.5 | 0.7 | 0 | 12
Cc1ccccc1NS(=O)(=O)c1ccc(C(=O)N(C)CC(=O)Nc2ccccc2Br)cc1 | 10 | -2 | -2.5 | 8 | 0.0 | -6 | . | 1.4 | -1.3 | 2 | -28
N#Cc1cccc(NC(=O)c2nc(-c3ccccc3)n(-c3ccccc3)n2)c1 | 9 | 8 | -1.5 | 1 | 2.9 | -13 | -7 | 0.6 | 0.3 | 13 | 30
CCOc1ccc(OCC(=O)OCC(=O)Nc2ccc3[nH]c(=O)[nH]c3c2)cc1 | -6 | 4 | 0.8 | 12 | . | 3 | -7 | -2.1 | . | -10 | .
O=C(Cc1csc(Nc2nc(=S)[nH]c3ccccc23)n1)NCCCN1CCN(c2ccccc2F)CC1 | -5 | -2 | 1.0 | 18 | 3.0 | 4 | -11 | -1.1 | -5.7 | -13 | -1
CCCn1nc2cc(C(=O)NCCCCc3ccccc3)ccc2c1OCC | 7 | -1 | -1.3 | -8 | -0.6 | 13 | 12 | 1.8 | 0.2 | 2 | 4
CC1CCN(S(=O)(=O)c2ccc(C(=O)N3CCCCC3C(=O)O)cc2)CC1 (stereo not drawn) | 19 | -11 | -4.4 | -7 | 0.6 | -2 | . | 3.4 | -0.2 | 2 | -13
CC(OC(=O)c1ccc(-n2cnnn2)cc1)C(=O)Nc1ccccc1F (stereo not drawn) | 1 | 6 | -0.2 | 9 | 1.2 | 0 | 20 | 3.1 | 2.8 | -3 | 15
O=C1CCN(Cc2ccccc2)C(=O)N1 | 15 | -7 | -3.1 | 3 | . | -9 | -6 | 3.2 | . | 1 | .
CN(C)CCCNC(=O)/C=C/c1ccc(OCc2c(F)cccc2Cl)cc1 | -8 | 2 | 1.5 | -40 | -2.4 | -14 | 3 | 4.7 | -1.0 | 2 | -2
COc1cccc(/C=C/C(=O)Nc2ccccc2N2CCOCC2)c1 | -2 | -5 | 0.3 | 8 | 3.2 | -11 | 34 | 2.0 | 0.4 | -8 | .
CCN(Cc1ccccc1)S(=O)(=O)c1c[nH]c(C(=O)OC)c1 | 14 | -3 | -2.8 | -3 | 3.4 | 1 | -14 | 2.4 | -2.3 | ? | 4
CCN1/C(=C/c2ccc3cc(C)ccc3[n+]2CC)Sc2ccccc21 | -4 | 3 | 0.7 | -1 | 25* | -5 | 92* | 14* | 28* | 4 | 481
CCN(CC(=O)Nc1ccc2c(c1)OCCO2)C(=O)COc1ccc(C)cc1 | 1 | -1 | -0.1 | -3 | 4.4 | 4 | 1 | 2.1 | 0.3 | -2 | -21
Cc1nc(SCC(=O)N2CCCCC2)c2c(C)c(C)sc2n1 | -22 | -1 | 2.6 | 4 | 3.6 | -1 | 3 | 2.7 | -0.2 | 1 | 309*
CN(C(=O)CSc1nc2ccc([N+](=O)[O-])cc2s1)C1CCS(=O)(=O)C1 (stereo not drawn) | 6 | -8 | -1.1 | 2 | -0.9 | -14 | 0 | 6.0 | 0.2 | -1 | -13
CC(/C=N/n1c(COc2ccccc2)n[nH]c1=S)=C\c1ccco1 | 6 | -6 | -1.1 | 3 | -1.4 | -20 | -20 | -2.2 | -0.6 | -3 | -1
O=C(Cc1ncc(C(F)(F)F)cc1Cl)NC1CC1 | 15 | 6 | -3.2 | 9 | 2.3 | -10 | 27 | 1.4 | 0.7 | 0 | 8
O=[N+]([O-])c1ccc(C(=S)N2CCN(Cc3ccccc3)CC2)cc1 | -3 | -1 | 0.6 | -19 | -1.6 | 13 | 0 | -2.6 | -1.7 | -1 | -5
FC(F)(F)c1cnc(-c2cnc(-c3cccnc3)nc2)c(Cl)c1 | 0 | -1 | 0.0 | -24 | 1.1 | -4 | 13 | 2.0 | -1.0 | 3 | 2

The closing four records of the section before lead into the next:
SMILES | MOR-DOR inv ag | PKA-R2B activ | OPRM1-OPRD1 ag | HTR5A inv ctr | AddAB inh | PKA-R1A activ | PfHsp90 set2 | phage Ecoli inh | E coli growth | Tat transport | SUMO Mot1 rescue
CC(/C=N/n1c(COc2ccccc2)n[nH]c1=S)=C\c1ccco1 | 6 | -6 | -1.1 | 3 | -1.4 | -20 | -20 | -2.2 | -0.6 | -3 | -1
O=C(Cc1ncc(C(F)(F)F)cc1Cl)NC1CC1 | 15 | 6 | -3.2 | 9 | 2.3 | -10 | 27 | 1.4 | 0.7 | 0 | 8
O=[N+]([O-])c1ccc(C(=S)N2CCN(Cc3ccccc3)CC2)cc1 | -3 | -1 | 0.6 | -19 | -1.6 | 13 | 0 | -2.6 | -1.7 | -1 | -5
FC(F)(F)c1cnc(-c2cnc(-c3cccnc3)nc2)c(Cl)c1 | 0 | -1 | 0.0 | -24 | 1.1 | -4 | 13 | 2.0 | -1.0 | 3 | 2
Cc1oc2c(cc(NS(=O)(=O)c3ccc4c5c(cccc35)C(=O)N4)c3ccccc32)c1C(=O)OC(C)C | -18 | -2 | 3.5 | -5 | -2.5 | 0 | 8 | -1.7 | -2.5 | 0 | -7
Cc1ccccc1COC(=O)CCC1=NS(=O)(=O)c2ccccc2N1 | -8 | -14 | 1.6 | 17 | 0.0 | 5 | -1 | 3.7 | 1.9 | 4 | -1
COCc1ccc(C(=O)NC2CCCc3c2cnn3-c2cc(C)cc(C)c2)s1 (stereo not drawn) | -7 | 11 | 1.3 | 0 | . | -3 | 13 | 1.1 | . | 8 | .
CCOC(=O)C1CCN(C(=O)Cn2cc(C(=O)OC)c3ccccc32)CC1 | 9 | -8 | -1.7 | 1 | 1.7 | 5 | -21 | -0.2 | 0.5 | -8 | -2
Cc1cc(C)c(S(=O)(=O)n2ccc3ccccc32)c(C)c1 | -22 | -12 | 4.0 | 4 | 1.9 | -13 | 18 | 1.8 | 1.3 | 1 | -24
O=C(COC(=O)/C=C/c1ccc(Cl)cc1)NC1CCCCCC1 | 16 | 8 | -3.9 | -20 | 1.3 | -2 | 14 | 1.1 | 1.8 | -9 | 4
O=C(COC(=O)c1ccc(Cl)nc1)Nc1ccc2c(c1)OCO2 | 10 | 5 | -2.1 | 7 | 2.0 | -12 | . | 4.3 | -0.1 | 2 | .
O=C(CN1C(=O)NC2(CCCCC2)C1=O)NCCc1c[nH]c2ccccc12 | 12 | -4 | -2.2 | -17 | 0.4 | 3 | -23 | 3.4 | 0.1 | -6 | 7
Cc1ccc2[nH]c3c(c2c1)CCCC3NCCO (stereo not drawn) | 1 | -11 | -0.1 | -21 | 2.1 | -10 | 4 | 0.9 | 2.8 | -4 | -16
COC(=O)CSc1nnc(CSc2nc(C)cc(C)n2)o1 | 3 | -2 | -0.4 | -9 | 1.7 | 5 | -5 | 4.1 | -0.4 | -2 | -4
CC(NS(=O)(=O)c1ccc(OCC(=O)Nc2cccc([N+](=O)[O-])c2)cc1)c1ccccc1 (stereo not drawn) | 0 | 4 | -0.1 | 5 | -1.1 | -8 | 0 | 4.2 | -1.2 | 4 | -9
Cc1noc(C)c1N=Nc1ccc(Br)cc1C(=O)O | 8 | -4 | -1.6 | -6 | 1.7 | -11 | 14 | 1.1 | 1.1 | 1 | .
O=C(Nc1nonc1-c1ccc(Cl)cc1)c1ccco1 | 9 | -1 | -1.7 | 16 | 0.8 | 0 | -70 | 2.7 | -1.3 | 2 | 14
CN1C(=O)Cc2cc(S(=O)(=O)NCc3cccs3)ccc21 | 10 | 3 | -2.0 | 1 | 2.6 | -2 | 8 | 1.2 | -0.9 | -1 | -13
Cc1occc1C(=O)NCCc1ccc(Cl)cc1 | 12 | -4 | -2.2 | 10 | 0.9 | -2 | 3 | 2.0 | -0.4 | 9 | 14
O=C(N/N=C/c1ccc2c(c1)OCO2)c1ccc2c(c1)OCO2 | 5 | -1 | -1.0 | 10 | 2.0 | -14 | -3 | 1.0 | 1.9 | 1 | 8
COc1ccc2sc(-c3ccc(N(C)C)cc3)c(-c3cnc(OC)nc3)c2c1 | -7 | -10 | 1.2 | 3 | 0.9 | -3 | -9 | 2.1 | 0.7 | 14 | -8
CC(C)C[C@@H](C(=O)NC1CC1)N1C(=O)N2CCc3c([nH]c4ccccc34)[C@@]2(C)C1=O | 14 | -2 | -2.8 | 10 | 1.7 | -10 | 9 | 0.8 | -2.7 | -3 | 260
O=c1[nH]c(C2CCCN(S(=O)(=O)c3ccc(F)cc3)C2)nc2c1nnn2Cc1ccccc1 (stereo not drawn) | -2 | 10 | 0.3 | 5 | 0.0 | -11 | -23 | 2.7 | -0.2 | 7 | 6
O=C(NCCc1cccs1)C1CC(c2ccc([N+](=O)[O-])cc2)=NO1 (stereo not drawn) | 3 | -10 | -0.4 | -8 | 4.4 | -4 | 17 | 1.1 | -2.0 | -1 | -7
CN(C)S(=O)(=O)c1cccc(NC(=O)Cc2ccc(-c3ccccc3)cc2)c1 | -8 | -5 | 1.4 | -13 | -0.3 | -17 | -25 | -2.3 | 0.6 | -4 | 171
COc1ccccc1C(=O)Nc1ccc(OCC(=O)N2CCCCC2C)cc1 (stereo not drawn) | 3 | 11 | -0.6 | 1 | 1.6 | 1 | 2 | 2.3 | 0.8 | 0 | .
NS(=O)(=O)c1ccc(CCNC2CC(=O)N(Cc3ccccc3)C2=O)cc1 (stereo not drawn) | 19 | -5 | -3.4 | -12 | -1.0 | -3 | -19 | 2.6 | -0.8 | 1 | 137
